Nrf2 ARE act = Nrf2 pathway activation. AREc32 ARE-luciferase reporter (MCF7-derived line), luminescence, 24 h. Potency, µM (series often up to 46.1 µM), without a hit: at the highest dose activation, most hits filed as activators. 0.31% of 410,000 active. AID 624171; also: potency is read from the fitted curve at half-maximal effect; % of control where 0% means no effect; nearly all actives have a fitted effect of over 65% in size
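AREc32 cells carrying an ARE-driven firefly luciferase, 1000 cells/well in OPTI-MEM with 5% FBS, dosed after overnight attachment and incubated 24 hr at 37 deg C. Steady-Glo luminescence read after 30 min at RT.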
CCT modulator = modulators of cytosolic chaperonin (CCT/TRiC) activity; 0.3% of 360,000 active; activity change, % (no concentration beside the values), hits read low; purified chaperonin ATPase assay, HTRF ADP detection, 30 min; in the data active = activity change below about -30%; also: % is scaled to controls: 0 for no effect and ±100 for the full control effect
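TRiC at 40 or 20 nM final (batch-dependent) in 30 mM Tris pH 7.4, 100 mM KCl, 5 mM MgCl2, 1 mM DTT, with compound at single 76 uM and 10 uM ATP, 30 min at 37 deg C. ADP detected by HTRF Transcreener, 665/615 ratio.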
A549 viability = counter-screen for Nrf2 inhibitors: cytotoxicity in A549 cells; A549 ARE-Fluc cells, CellTiter-Fluor viability, 18-24 h; Potency, µM (top dose mostly 46 µM), for inactives: at the highest dose activity change, negative = cytotoxicity, most hits filed as inhibitors; 0.16% of 390,000 active; also: potency is read from the fitted curve at half-maximal effect; % is scaled to controls: 0 for no effect and ±100 for the full control effect
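A549 ARE_Fluc cells in 5% FBS OPTI-MEM were exposed to compounds in concentration-response for 18-24 h at 37 deg C. Viability was read by CellTiter-Fluor fluorescence (Ex 405/Em 525) after 30 min, before the luciferase read.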
EPAC2 ag = EPAC2 (human) agonism | Q8WZA2 | EPAC2 activation, biochemical qHTS; response scale: 100% = 6.5 mM cAMP response | Potency, µM (doses to about 154 µM), inactives show top-dose activation, actives largely listed as activators | 0.079% of 360,000 active | AID 720711; also: potency is read from the fitted curve at half-maximal effect; nearly all actives have a fitted effect of over 50% in size
Target sequence (Q8WZA2 whole entry, looked up): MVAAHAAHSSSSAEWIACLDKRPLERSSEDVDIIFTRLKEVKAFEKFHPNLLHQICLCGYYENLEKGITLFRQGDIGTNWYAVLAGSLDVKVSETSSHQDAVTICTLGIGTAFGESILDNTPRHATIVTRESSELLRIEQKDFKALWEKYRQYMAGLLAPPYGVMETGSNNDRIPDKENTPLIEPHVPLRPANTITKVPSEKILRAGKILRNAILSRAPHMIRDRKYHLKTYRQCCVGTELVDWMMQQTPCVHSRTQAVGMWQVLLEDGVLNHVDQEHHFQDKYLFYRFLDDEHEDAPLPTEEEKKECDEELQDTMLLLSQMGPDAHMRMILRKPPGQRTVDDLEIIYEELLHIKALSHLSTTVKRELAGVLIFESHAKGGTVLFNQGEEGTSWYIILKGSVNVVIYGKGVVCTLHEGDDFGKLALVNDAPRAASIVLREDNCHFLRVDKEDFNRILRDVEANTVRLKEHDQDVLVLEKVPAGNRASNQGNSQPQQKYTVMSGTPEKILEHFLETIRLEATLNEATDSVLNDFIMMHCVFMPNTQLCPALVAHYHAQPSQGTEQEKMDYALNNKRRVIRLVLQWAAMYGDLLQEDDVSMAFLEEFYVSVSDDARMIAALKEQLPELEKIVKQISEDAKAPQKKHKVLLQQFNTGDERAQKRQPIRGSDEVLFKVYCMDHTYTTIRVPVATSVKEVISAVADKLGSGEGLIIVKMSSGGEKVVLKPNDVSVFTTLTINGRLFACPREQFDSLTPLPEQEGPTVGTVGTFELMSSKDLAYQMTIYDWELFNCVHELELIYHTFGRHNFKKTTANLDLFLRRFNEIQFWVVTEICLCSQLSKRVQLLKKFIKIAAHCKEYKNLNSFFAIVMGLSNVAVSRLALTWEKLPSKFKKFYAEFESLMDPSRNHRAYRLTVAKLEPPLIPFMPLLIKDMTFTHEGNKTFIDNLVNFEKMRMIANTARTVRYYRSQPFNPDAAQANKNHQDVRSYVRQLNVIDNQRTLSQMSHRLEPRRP
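Fluorescence exchange assay: 100 nM EPAC2 with 250 nM RAP1B-BODIPY-GDP and 50 uM GDP; compounds tested as a concentration-titration series (qHTS). Loss of Rap1-bound BODIPY-GDP fluorescence read at 480/540 nm; data normalized to 6.5 mM cAMP.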
Nrf2 block = Nrf2 pathway inhibition; Potency, µM (top dose mostly 46 µM), for inactives: top-dose activity change, negative = inhibition, most hits filed as inhibitors; 2.1% of 360,000 active; A549 ARE-Fluc reporter, luciferase luminescence, 18-24 h; also: potency is read from the fitted curve at half-maximal effect; % is scaled to controls: 0 for no effect and ±100 for the full control effect; nearly all actives have a fitted effect of over 60% in size
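A549 ARE_Fluc cells, 5000/well, 5% FBS OPTI-MEM; compounds in dose-response, 18-24 h at 37 °C/5% CO2; CellTiter-Fluor viability read (Ex 405/Em 525), then BugLite luciferase luminescence = Nrf2 activity.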
TGFb SMAD3 inh = blocks TGF-b signaling; HepG2 CAGA-GFP TGF-b/SMAD3 reporter, GFP fluorescence, 18 h; TGF-beta stimulated, 500 pg/mL final; Potency, µM (highest dose often 46.1 µM), inactives show top-dose activity, negative = inhibition, usual class: inhibitors; 1.2% of 410,000 active; AID 588855; also: potency is read from the fitted curve at half-maximal effect; % is scaled to controls: 0 for no effect and ±100 for the full control effect; nearly all actives have a fitted effect of over 65% in size
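HEPG2 CAGA-GFP, 1000 cells/well; 2 h settle, 37 C; cpd via pin tool; TGF-b 500 pg/mL final; 18 h, 37 C; GFP imaging ex488/em500-530; %Activity normalised to -TGF-b and +DMSO controls; CRC fit, curve class.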
EPAC2 antag = antagonists of human EPAC2; EPAC2 GEF exchange of Rap1B-BODIPY-GDP, fluorescence; 0.18% of 360,000 active; Q8WZA2; Potency, µM (series often up to 114 µM), without a hit: at the top dose activity, negative = inhibition, hits mostly inhibitors; AID 720708; also: potency is read from the fitted curve at half-maximal effect; % is scaled to controls: 0 for no effect and ±100 for the full control effect; nearly all actives have a fitted effect of over 45% in size; many of its hits are not listed in these tables
Akt phos inh = Akt phosphorylation inhibition; Neuro2A IGF-stimulated pAkt S473 HTRF, 20 min; stronger effect = lower value; activity change, % for hits at 50 µM; 0.32% of 360,000 active; in the data active = activity change below about -80%; inconclusive = mostly about -51% to -80%; also: % is scaled to controls: 0 for no effect and ±100 for the full control effect
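Single-point screen (50 µM final compound) in Neuro2A cells stimulated 20 min with 6 nM IGF at 37 deg C. After lysis, Ser473-phosphorylated Akt read by HTRF (ex 330 nm, em 615/665 nm) as the 665/615 ratio.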
MmCpn inh = inhibitors of Methanococcus maripaludis chaperonin (MmCpn); 0.031% of 330,000 active; Potency, µM (doses to about 76.9 µM), for inactives: top-dose activity, negative = inhibition, actives largely listed as inhibitors; purified Mm-Cpn ATPase, ADP Transcreener TR-FRET; AID 504842; also: potency is read from the fitted curve at half-maximal effect; % is scaled to controls: 0 for no effect and ±100 for the full control effect; nearly all actives have a fitted effect of over 80% in size
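Eu-cryptate anti-ADP/ADP-d2 competition gives a ratio inversely related to ADP. Enzyme at 25 nM was pre-exposed to compound for 10 min, then given 10 uM ATP for 30 min, 37°C throughout.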
Numbers without * were called inactive; i = inactive; ? = inconclusive; · = not tested or not shown; [ ] = remark or other dose. Unless noted, calls follow the shape of the dose curve; as a rule, active = well fitted curve in the direction sought with a large enough effect; inconclusive = small, poorly fitted or top-dose-only effect, or another doubt; inactive = no such curve, though single readings can be large; an effect the other way counts as inactive or inconclusive. An excerpt; count on the stated rates, not on these rows.

Molecule	TGFb SMAD3 inh	Nrf2 block	Akt phos inh	EPAC2 antag	CCT modulator	A549 viability	EPAC2 ag	Nrf2 ARE act	MmCpn inh
C=CCn1c(Cc2ccc(OC)cc2)nnc1SCC(=O)NCCc1ccccc1	-16%	2%	i	2%	1.1	14%	-3%	-0.4%	1%
CC1(C)CC(=O)CC(C)(C)N1OC(=O)c1ccco1	31%[activator]	9%	i	6%	-3.8	-3%	-1%	0.5%	-1%
CN1CCN(S(=O)(=O)c2cc([N+](=O)[O-])ccc2N/N=C/c2ccc(Cl)cc2)CC1	0%	0%	i	-2%	0.8	-7%	6%	-0.3%	?
CN(Cc1ccc2nonc2c1)Cc1nc(Cc2cccc(F)c2)no1	-12%	-19%	i	-1%	1.0	9%	17%	-0.5%	0%
O=C(O)C1CCN(C(=O)CSc2nc3cc(Cl)ccc3c(=O)n2Cc2ccccc2)CC1	2%	-27%	i	-13%	-2.4	-4%	6%	-0.2%	1%
CCn1nc(C)cc1C(=O)N1CCCC(C(=O)c2ccc(OC)cc2C)C1 (configuration not stated)	4%	-2%	i	-2%	-7.5	0%	-4%	0.1%	-1%
CCc1ccc([C@H]2C(C(=O)O)=C[C@@H](CC)N2S(=O)(=O)c2ccc(C)cc2)cc1	-9%	-6%	i	14%	0.0	3%	4%	2.7%	0%
COc1ccccc1C(=O)Nc1ccc2c(c1)nc(CN1CCN(C(C)=O)CC1)n2C	-18%	-15%	i	0%	-0.7	6%	7%	0.4%	-1%
CN(C)S(=O)(=O)c1ccc(Cl)c(NC(=O)CN2CCCCCC2)c1	2%	-18%	i	-2%	-1.5	-1%	-1%	-0.1%	1%
Nc1nnnn1/N=C/c1ccccc1OCc1ccccc1	1%	?	i	4%	0.1	-8%	2%	0.4%	-4%
N#CCCN(CCC#N)C(=S)NC1CC2C=CC1C2 (configuration not stated)	12%	16%	i	8%	0.8	-7%	0%	0.7%	1%
C[C@H](CO)N1C[C@H](C)[C@@H](CN(C)C(=O)Nc2ccccc2)Oc2ccc(NS(=O)(=O)c3cn(C)cn3)cc2C1=O	5%	4%	i	5%	-0.4	-1%	-1%	-0.9%	1%
N#CCCN1CCN(C(=S)c2ccc(-c3ccc(Cl)cc3)o2)CC1	-16%	7%	i	0%	0.9	-7%	5%	4.0%	?
CCN1C(=O)/C(=c2\o/c(=C3\C=Cc4ccccc4N3CC)c(=O)n2CC)SC1=S	1%	-6%	i	0%	1.2	-7%	4%	11%	-3%
COc1ccc(N(CC(=O)NC(C)(C)C)C(=O)CCC(=O)Nc2nccs2)cc1	13%	-6%	i	7%	1.2	-3%	8%	-0.1%	-1%
CC1(C)CC(=O)C=C(c2n[nH]nc2-c2ccc(F)c(F)c2)C1	4%	·	i	4%	-1.5	·	8%	0.0%	·
OC[C@@H]1CN(Cc2ccc3c(c2)OCO3)C[C@H](n2cnc3c(N4CCOCC4)ncnc32)O1	-18%	·	i	6%	-1.1	·	-8%	0.9%	·
CSCCC(NS(=O)(=O)c1ccccc1F)C(=O)Nc1ccncc1 (configuration not stated)	0%	-2%	i	2%	-0.9	1%	13%	-0.6%	1%
C=CC[C@H](CC(=O)NCCO)C(=O)N[C@H](COC(=O)[C@@H](CC=C)CC(=O)OC(C)(C)C)Cc1c[nH]c2ccccc12	0%	2%	i	-17%	-1.3	-4%	-4%	-0.1%	-1%
Cc1cccc(C(=O)N2CCc3ccccc3C2)c1[N+](=O)[O-]	5%	-1%	i	-10%	-0.2	-11%	-2%	-0.3%	-2%
Cc1ccc(CCN2CC(C(=O)NCCCN(C)Cc3ccccc3)CC2=O)cc1 (configuration not stated)	6%	-6%	i	4%	-2.8	5%	-4%	0.2%	-1%
Cc1cccn2c(Nc3ccccc3)c(-c3cccs3)nc12	?	?	·	·	·	0%	·	9.2%	·
CC1(C)CC(=O)C2=C(C1)NC(=O)CC2c1ccccc1F (configuration not stated)	9%	·	i	-3%	-1.0	3%	-8%	0.0%	0%
Cc1ccc(-c2nn(-c3ccccc3)cc2C(=O)NCCCN2CCCC2=O)cc1	4%	22%	i	-14%	0.0	-3%	-4%	-0.6%	-3%
O=C1C(Br)=C(c2ccccc2)C(c2ccccc2)=C1c1ccccc1	0%	-10%	i	-2%	-2.0	13%	11%	-0.3%	·

Single records, from the list above:
OC[C@@H]1CN(Cc2ccc3c(c2)OCO3)C[C@H](n2cnc3c(N4CCOCC4)ncnc32)O1 is listed as TGFb SMAD3 inh: -18%; Nrf2 block: ·; Akt phos inh: i; EPAC2 antag: 6%; CCT modulator: -1.1; A549 viability: ·; EPAC2 ag: -8%; Nrf2 ARE act: 0.9%; MmCpn inh: ·
O=C1C(Br)=C(c2ccccc2)C(c2ccccc2)=C1c1ccccc1 is listed as TGFb SMAD3 inh: 0%; Nrf2 block: -10%; Akt phos inh: i; EPAC2 antag: -2%; CCT modulator: -2.0; A549 viability: 13%; EPAC2 ag: 11%; Nrf2 ARE act: -0.3%; MmCpn inh: ·

Other compounds:
Molecule	TGFb SMAD3 inh	Nrf2 block	Akt phos inh	EPAC2 antag	CCT modulator	A549 viability	EPAC2 ag	Nrf2 ARE act	MmCpn inh
COc1ccc(/C=C/c2nnc(NC(=O)COc3ccccc3)s2)cc1	-3%	10%	i	1%	2.0	3%	7%	0.1%	1%
COc1ccc(CCn2c(=N)c(C(=O)NCc3ccco3)cc3c(=O)n4ccccc4nc32)cc1	-25%	9%	i	-5%	2.6	-15%	9%	4.9%	0%
COc1ccc(N(CN2C(=O)c3ccccc3C2=O)C(=O)COc2ccc(Cl)cc2Cl)cc1	-5%	2%	i	3%	-1.1	-1%	6%	-0.9%	-2%
Cc1ccc(/C=N/NC(=O)Cn2cnc3ccccc32)cc1	-29%	22%	i	-1%	0.3	-9%	0%	0.6%	4%
CSc1ccc(CNC(=O)c2cc3c(=O)n(Cc4ccco4)ccc3nc2C)cc1	11µM*	?	·	·	·	-1%	·	?	·
CCCCC(=NCCO)C1=C(O)C(C(=O)OC)C(C)(C)CC1=O (configuration not stated)	-3%	12%	·	-1%	-0.5	0%	-1%[15.6 µM]	-0.6%	1%
Cc1ccc(C)c(NC(=O)C2C3C=CC(O3)C2C(=O)O)c1 (configuration not stated)	18%	-3%	i	2%	-0.1	-5%	5%	-0.8%	0%
Cc1nn(Cc2c(Cl)cccc2Cl)c(C)c1NC(=O)CCCn1nc(C)c([N+](=O)[O-])c1C	13%	5%	i	2%	-2.1	-1%	-5%	0.4%	-1%
CC(C)C(=O)Nc1ncc(Cc2ccc(Cl)cc2)s1	-29%	4%	i	-16%	0.9	13%	15%	6.4%	-7%
CNC(=O)c1ccc(NC(=O)c2cccc(C(F)(F)F)c2)cc1	12%	-27%	i	2%	0.3	1%	1%	2.8%	-2%
Cc1cc(C)cc(N(CC(=O)NCC2CCCO2)S(=O)(=O)c2c(C)noc2C)c1 (configuration not stated)	15%	14%	i	10%	-1.5	5%	0%	-0.7%	1%
Cc1cc(C(=O)NCCN2CCOCC2)c2ccccc2n1	35%[activator]	4%	i	6%	-12	2%	12%	-0.3%	-2%
Cc1nnc2ccc(N3CCN(c4cccc(C(F)(F)F)c4)CC3)nn12	-3%	-17%	i	-7%	-0.6	8%	9%	4.1%	0%
CN1C(=O)C(CC(=O)Nc2ccccc2)S/C1=N/c1nccs1 (configuration not stated)	0%	2%	i	7%	1.5	2%	9%	-0.1%	0%
N#CCC(=O)Nc1ccc(C(=O)OCC(=O)c2c[nH]c3ccccc23)cc1	-19%	8%	i	14%	-0.2	1%	3%	5.8%	-22%
CN(C(=O)COc1ccc(C(C)(C)C)cc1)C1CCS(=O)(=O)C1 (configuration not stated)	0%	6%	i	12%	-1.0	0%	-2%	-0.7%	1%
COc1ccc(C[C@@H]2CN3C(=NC[C@@H]3Cc3ccc(O)cc3)N2C[C@H](C)NC(=O)CCC2CCCCC2)cc1	13µM*	4%	i	15%	0.8	?	1%	-3.5%	0%
CCCCc1ccc(NC(=S)NCC2CCCO2)cc1 (configuration not stated)	-25%	21%	i	3%	1.5	-3%	3%	0.1%	2%
CC(=O)NC1CCC(=O)C=C1c1ccccc1 (configuration not stated)	1%	?	i	5%	0.6	?	1%	0.1%	·
O=C(O)c1ccccc1-c1ccccc1C(=O)NCCc1ccccc1	1%	14%	i	6%	-1.0	5%	1%	-0.8%	-2%
Cn1c(SCC(=O)c2ccccc2)nnc1-c1cnccn1	-9%	21%	i	-1%	0.0	30%	1%	2.7%	-2%
CCOc1ccccc1C(=O)Nc1cc2c(cc1N1CCOCC1)n(C)c(=O)n2C	-2%	-20%	·	·	·	15%	·	7.6%	·
O=C1OC(c2cccc([N+](=O)[O-])c2)C2(CCCC2)C(=O)C12CCCCC2 (configuration not stated)	?	?	i	19%	-0.5	7%	20%	3.5%	1%
Cn1c(CN2CCCC2)nc2cc(NC(=O)COc3ccccc3)ccc21	19%	·	-106%*	-6%	-0.8	12%	12%	2.2%	-6%
Cc1cccc2nc(-c3cccnc3)c(Nc3ccccc3)n12	?	?	i	-24%	0.1	-4%	0%	3.1%	-3%
CCCOc1ccc(C(F)(F)F)cc1NC(=O)c1cc(C)on1	5%	2%	i	2%	-1.2	5%	1%	-0.4%	3%
CCOC(=O)N1CCC(NC(=O)CCCC(=O)O)CC1	0%	-4%	i	1%	-2.2	6%	11%	-0.6%	0%
Cc1noc(C)c1CN1C(=O)c2cccc([N+](=O)[O-])c2C1=O	-2%	9%	i	-6%	-1.8	6%	10%	0.0%	-1%
